# JMJD2E inh = qHTS Assay for Inhibitors of Human Jumonji Domain Containing 2E (JMJD2E); Potency, µM (titrated, usually from 57.1 µM), for the others: at the highest dose activity change, negative = inhibition, most hits filed as inhibitors; actives 1.6% (n = 230,000); Lysine-specific demethylase 4E (Homo sapiens), B2RXH2; JMJD2E catalytic domain, FDH-coupled NADH fluorescence (FDH is formaldehyde dehydrogenase); active = well fitted inhibition curve with a large enough effect, not every such curve was filed as active; inconclusive = small, poorly fitted or top-dose-only effect, or another doubt; inactive = no such curve, though single readings can be large or run the other way;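 also: 0% = wells with enzyme and -100% = buffer wells without enzyme; nearly all actives have a fitted effect of over 50% in size; many of its hits are not listed in these tables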
# Target sequence (B2RXH2 1-337 limits assumed): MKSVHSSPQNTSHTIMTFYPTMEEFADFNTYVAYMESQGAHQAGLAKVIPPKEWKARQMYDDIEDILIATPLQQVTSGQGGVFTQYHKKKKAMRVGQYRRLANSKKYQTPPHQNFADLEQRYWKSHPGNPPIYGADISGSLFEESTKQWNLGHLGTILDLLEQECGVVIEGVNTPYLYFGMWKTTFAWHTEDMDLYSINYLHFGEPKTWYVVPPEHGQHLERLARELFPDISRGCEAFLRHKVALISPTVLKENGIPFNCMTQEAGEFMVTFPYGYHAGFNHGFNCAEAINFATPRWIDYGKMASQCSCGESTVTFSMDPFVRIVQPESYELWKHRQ
# ALDH1A1 inh = qHTS Assay for Inhibitors of Aldehyde Dehydrogenase 1 (ALDH1A1); Aldehyde dehydrogenase 1A1 (Homo sapiens), P00352; Purified ALDH1A1, NADH fluorescence, propionaldehyde substrate; Potency, µM (doses to about 75.3 µM), inactives show at the top dose activity, negative = inhibition, hits mostly inhibitors; actives 7.3% (n = 220,000); AID 1030, 2008; active = well fitted inhibition curve with a large enough effect, not every such curve was filed as active; inconclusive = small, poorly fitted or top-dose-only effect, or another doubt; inactive = no such curve, though single readings can be large or run the other way;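 also: plate controls were no enzyme wells and a reference inhibitor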
# Target sequence (P00352 whole entry, looked up): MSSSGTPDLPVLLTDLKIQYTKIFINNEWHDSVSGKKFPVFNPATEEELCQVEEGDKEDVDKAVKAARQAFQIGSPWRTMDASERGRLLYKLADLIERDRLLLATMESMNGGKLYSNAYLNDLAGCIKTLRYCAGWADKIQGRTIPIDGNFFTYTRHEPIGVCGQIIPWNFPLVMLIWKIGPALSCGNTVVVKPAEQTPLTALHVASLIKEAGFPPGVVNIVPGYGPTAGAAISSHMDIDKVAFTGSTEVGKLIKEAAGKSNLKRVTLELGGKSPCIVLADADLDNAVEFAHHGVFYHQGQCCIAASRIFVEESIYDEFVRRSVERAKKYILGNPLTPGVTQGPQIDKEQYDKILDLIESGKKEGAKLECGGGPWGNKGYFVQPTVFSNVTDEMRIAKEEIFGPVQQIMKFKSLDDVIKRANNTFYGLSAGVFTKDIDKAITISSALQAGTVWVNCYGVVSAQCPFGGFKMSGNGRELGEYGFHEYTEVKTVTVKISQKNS
# Lamin A splicing = qHTS Assay for Modulators of Lamin A Splicing; HeLa LMNA splicing GFP/RFP minigene ratio, 48 h; AID 1487, 2009; actives 0.01% (n = 200,000); Potency, µM (series often up to 46.1 µM), for inactives: at the top dose ratio change, negative = inhibition, most hits filed as inhibitors; active = well fitted inhibition curve with a large enough effect in the signal ratio, with a control signal flat, not every such curve was filed as active; inconclusive = small, poorly fitted or top-dose-only effect, or effect the other way, or a change in a side signal; the % refers to the signal ratio; also: % is scaled to controls: 0 for no effect and ±100 for the full control effect
#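 Read-out is the ratio of GFP to DsRed2 object intensity, acquired by 488 nm laser-scanning cytometry on HeLa lamin A-EGFP minigene reporter cells. Compound incubation 48 hrs at 37 °C in Opti-MEM with 2% FBS; DMSO 0.5% final.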
# L3MBTL1 inh = qHTS Assay for the Inhibitors of L3MBTL1; Lethal(3)malignant brain tumor-like protein 1 (Homo sapiens), Q9Y468; AlphaScreen L3MBTL1–H3K9me1 peptide binding; Potency, µM (highest dose often 57.1 µM), without a hit: at the highest dose activity, negative = inhibition, usual class: inhibitors; actives 0.66% (n = 230,000); also: % is scaled to controls: 0 for no effect and ±100 for the full control effect; nearly all actives have a fitted effect of over 60% in size
#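 AlphaScreen assay: L3MBTL1 (50 nM final) was preincubated 30 min at room temperature with biotinylated H3(1-15)K9me1 peptide (75 nM final), then 30 min with library compounds; streptavidin donor and nickel chelate acceptor beads (10 ug/mL final) added, 30 min dark.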
# Tau ThT inhib = qHTS for Inhibitors of Tau Fibril Formation, Thioflavin T Binding | Microtubule-associated protein tau (Homo sapiens), P10636 | Potency, µM (highest dose often 57.4 µM), inactives show top-dose activity, negative = inhibition, hits mostly inhibitors | recombinant tau K18 P301L (four-repeat tau fragment), heparin-induced fibrillization, ThT fluorescence | actives 2.1% (n = 270,000); also: % is scaled to controls: 0 for no effect and ±100 for the full control effect; nearly all actives have a fitted effect of over 55% in size
# Target sequence (P10636 561-689 P618L limits assumed): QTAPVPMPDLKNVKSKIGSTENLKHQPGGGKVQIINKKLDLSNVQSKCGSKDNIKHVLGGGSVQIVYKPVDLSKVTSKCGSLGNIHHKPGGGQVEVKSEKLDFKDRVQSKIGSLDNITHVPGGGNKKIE
#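 In this qHTS, human K18 P301L tau is incubated with compound and heparin for 6 hr at 37 C, and Thioflavin T fluorescence then reports fibril load.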
# Luc counter = Counterscreen for Luciferase (Kinase-Glo TM) Inhibition. actives 0.28% (n = 200,000). Potency, µM (doses to about 38.3 µM), inactives show at the highest dose activity change, negative = inhibition, hits mostly inhibitors. Kinase-Glo luciferase, ATP luminescence, 8 min; also: % is scaled to controls: 0 for no effect and ±100 for the full control effect; nearly all actives have a fitted effect of over 60% in size
#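 Compounds were added to a substrate mix at pH 7.2 (50 mM imidazole, 10 uM ATP, within the enzyme's linear range), followed by Kinase-Glo detection reagent; luminescence was measured after 8 minutes at ambient temperature.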
# RECQ1 inh = qHTS Assay for Inhibitors of RecQ-Like Dna Helicase 1 (RECQ1); ATP-dependent DNA helicase Q1 (Homo sapiens), P46063; RECQ1 DNA unwinding, red fluorescence kinetic read; Potency, µM (highest dose often 57.3 µM), for the others: at the top dose activity, negative = inhibition, hits mostly inhibitors; actives 0.54% (n = 240,000);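 also: plate controls were vehicle for no effect and no enzyme for full effect; nearly all actives have a fitted effect of over 30% in size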
#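 RECQ1T1 50 nM; forked duplex (20 bp + 30-nt ss tails) 200 nM, ATP 2 mM final; pH 8.0, 2 mM MgCl2, 2.5 ug/ml poly(dI-dC); 15 min compound preincubation; discontinuous kinetic read over 2 h at RT.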
# SMN2 splice enh = qHTS Assay for Enhancers of SMN2 Splice Variant Expression; actives 2.8% (n = 210,000); HEK293 SMN2-luciferase splicing reporter, luminescence, 30-36 h; Potency, µM (series often up to 46.1 µM), inactives show at the highest dose activity change, positive = activation, actives largely listed as activators; also: % of control where 0% means no effect; nearly all actives have a fitted effect of over 55% in size
#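 qHTS luciferase splicing reporter: luminescence rises when SMN2 exon 7 is included in transfected HEK293 cells. Compound exposure lasted 30-36 h at 37C, with 4.5 mM final sodium butyrate as control, followed by a ONE-Glo read.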
# * = called active by the depositor; i = inactive; u = inconclusive; x = not tested or not shown; & = joins results of further samples; [ ] = dose if it differs, or a comment. Unless noted, calls follow the shape of the dose curve; as a rule, active = well fitted curve in the direction sought with a large enough effect; inconclusive = small, poorly fitted or top-dose-only effect, or another doubt; inactive = no such curve, though single readings can be large; an effect the other way counts as inactive or inconclusive. Potency is read from the fitted curve at half-maximal effect.
# Every second line gives: RECQ1 inh, L3MBTL1 inh, JMJD2E inh, SMN2 splice enh, Lamin A splicing, Tau ThT inhib, Luc counter, ALDH1A1 inh
- COc1ccc(Nc2nc(N)nc(CN3CCc4ccccc4C3)n2)cc1
  -3%, -30%, -11%, -23%, -1%, -21%, 3%, u
- C=CCN1C(=O)/C(=C\c2cc(Br)c(OCc3ccccn3)c(OC)c2)SC1=S
  -3%, -6%, -3%, 7%, -7%[46 µM], -17%, 1%, 0.28µM*
- O=C(CCCOc1ccc(Cl)cc1Cl)Nc1ccc(O)cc1C(=O)O
  4%, -7%, u, x, x, u, x, x
- S=C(NCCc1ccccn1)Nc1cccc(Cl)c1
  -1%, -3%, -5%, 17%, u, 4%, 0%, 1%
- COc1ccc2c(OC)c3ccoc3nc2c1OC
  -2%, 4%, u, 4%, u, -11%&-6%, -6%, u
- CC(=O)c1c(OCC(=O)O)ccc2c(C)cc(=O)oc12
  -7%, x, u, 1%, 8%, -1%, -1%, -8%
- CN(C(=O)Nc1ccccc1)n1cnc2ccccc2c1=O
  i, 2%, 6%, x, x, -9%, x, x
- Cc1ccc(/C=C2\SC(=S)N(c3c(C)n(C)n(-c4ccccc4)c3=O)C2=O)cc1
  11%, -13%, -3%, -20%, 4%, u, -2%, u
- CS(=O)(=O)n1nc(-c2ccc(Cl)cc2)nc1SCc1ccccc1
  i, x, -9%, 22%, u, -4%, -2%, 1%
- Cc1sc2nc(SCc3nc(-c4ccccc4)no3)n(-c3ccccc3)c(=O)c2c1C
  1%, -19%, 5%, -21%, 5%, 1%, 0%, 8%
- C=C(C)C1CC=C(C)/C(=N/NC(=O)c2cccs2)C1 (stereo unspecified)
  0%, 2%, -15%, u, 3%, -1%, 2%, 4%
- CCN/N=C(\Cc1nc2ccccc2[nH]1)c1ccccc1
  i, -2%, u, 17%, -2%[46 µM], u, -3%, u
- COC(=O)\C(C(C)=O)=C(/C=C/C=C/C=C/N(C)C)N(C)C
  25µM*, 7.1µM*, 22µM*, -27%, 11%, 16µM*, -17%, -7%
- c1ccc(NC2=Nc3cccc4cccc2c34)cc1
  -4%, x, 4%, -44%[inhibitor], 5%[46 µM], u, -5%, -1%
- CCC(=O)c1ccc(OCc2ccc(C(=O)c3ccccc3)cc2)cc1
  i, 6%, -9%, -78%[inhibitor], 16%[46 µM], u, 0%, u
- COc1cccc2c(Cl)c(CCCl)c(C)nc12
  i, 12%, -3%, -3%, -15%[46 µM], -6%, 1%, 3%
- CSCCC(N=CC1=C(O)CC(C)(C)CC1=O)C(=O)O (stereo unspecified)
  6%, 0%, -9%, -6%, 7%, -3%, -2%, -9%
- COc1cccc(NC(=S)N(Cc2cccc(Br)c2)CC2CCC(C(=O)O)CC2)c1 (stereo unspecified)
  -5%, x, -5%, x, x, -13%, x, u
- O=C(NN1C(=O)C2C3C=CC(O3)C2C1=O)c1ccccc1 (stereo unspecified)
  -11%, x, -2%, -4%, 31%[46 µM], -10%, 1%, u
- COc1ccc(CN2CCc3ccccc3C2)c(OC)c1OC
  -1%, x, -26%, 4%, 9%, -6%, 3%, -4%
- Cc1cc(C)c2ccc(=S)[nH]c2n1
  -9%, -15%, u, 4%, -6%[9.22 µM], -7%, 0%, 3.5µM*
- O=C(O)CNC(=O)CC1S/C(=N/N=C2\CSC(=O)N2)NC1=O (stereo unspecified)
  i, x, 6%, 24%, x, u, -3%, 17%
- COc1cc(/C=C(/NC(=O)c2ccccc2)C(=O)Nc2cccc(O)c2)c([N+](=O)[O-])cc1OC
  i, -3%, -4%, -16%, 14%, -12%, -2%, 9%
- COc1ccc(N(CC(=O)NCc2ccncc2)S(=O)(=O)c2ccccc2[N+](=O)[O-])c(OC)c1
  i, 0%, -1%, -4%, 20%[46 µM], -1%, 1%, -3%
- O=C(NCC1CCCO1)C1CCN(C2CCN(C3CCCCCC3)CC2)CC1 (stereo unspecified)
  -8%, -7%, -11%, x, x, 6%, 1%, 1%
- CC(=O)c1c(N2CCOCC2)nc(=O)n(-c2ccccc2)c1C
  -9%, x, 1%, -5%, -6%, -11%, 16%, 4%
- C/C(CCN1CCc2nc(-c3ccccc3)c(-c3ccccc3)cc2C1)=N\O[C@@H](C)c1cc(-c2c(C)cc(C)cc2C)no1
  -5%[11.5 µM], 0%, 0%, -30%, -10%, u, 0%, 9%[13.5 µM]
- Cc1ccc(NC(=O)OCCNC(=O)OC(C)C)cc1
  -13%, x, -2%, -43%, x, -4%, -1%, -7%
- C/C=C1/C(=O)C[C@@H]2[C@H]3CCC4=CC(=O)CC[C@]4(C)[C@@H]3CC[C@]12C
  9%, x, x, -47%[inhibitor], x, u, x, -7%
- Cc1cc(NC(=O)C(C)C)ncc1NC(=O)c1ccccn1
  i, 10%, -3%, 13µM*, 10%[46 µM], -2%, -3%, -7%
- Nn1c(CSc2ccccn2)nc2ccccc2c1=O
  -6%, x, -2%, 11µM*, 5%, -5%, -5%, 9%
- COc1ccc(/C=C/C(=O)c2cccs2)cc1OC
  0%, x, 7%, x, x, u, -23%, u
- Cc1cccc(-c2nc3ccccc3c(=O)n2NC(=O)/C=C/c2ccc([N+](=O)[O-])cc2)c1
  2%, -22%, -4%, -63%[inhibitor], -19%, 12%, 6%, 5%
- O=C(NCc1cccnc1)C1CCC(c2ccc(Cl)cc2)CC1 (stereo unspecified)
  -1%, -2%, -5%, x, x, -7%, x, x
- FC(F)Sc1ccc(N=C2NN=C(c3ccc4c(c3)OCCO4)CS2)cc1
  i, -12%, 0%, -11%, u, u, -1%, u
- Cc1ccccc1C(=O)NNC(=O)C12CC3CC(CC(C3)C1)C2
  18%, 1%, -11%, 7%, 35%[46 µM], -7%, -2%, -5%
- O=S1(=O)CCC(NC(=S)N2CCCCC2)C1 (stereo unspecified)
  i, 9%, -4%, 10%, 3%, 3%, 3%, -1%
- COc1ccc(-n2c(Cc3cc(=O)[nH]c(=O)[nH]3)nnc2SCC(=O)N2CCC(C)CC2)cc1
  -9%, x, -11%, -17%, -3%, -15%, -3%, -10%
- COc1ccc(CNc2nc(-c3cccnc3)nn2C(=O)C(C)C)cc1
  2%, u, -3%, -11%, -15%[46 µM], -10%, 1%, -10%
- COc1ccc(-n2nc3cc(C)c(NC(=O)c4cccnc4)cc3n2)cc1
  i, x, u, 28%, -5%, -21%, -4%, u
- CC(=O)c1ccc(NC(=O)C2CCCN2S(=O)(=O)c2ccc(F)cc2)cc1 (stereo unspecified)
  0%, -5%, 3%, -14%, 7%, 5%, 7%, u
- CCCC(=O)Nc1ccc2c(c1)nc(CN1CCN(C(C)=O)CC1)n2C
  -6%, -3%, 6%, 2%, -2%, -5%, 0%, 1%
- C/C(=N\NC(=O)c1ccn(C)n1)c1ccc(NC(=O)C2CCCC2)cc1
  -12%, 6%, 30%[activator], 4%, 7%, -10%, -3%, 3%
- COc1ccc(N2C(=O)c3ccc(NC(C)=O)cc3C2=O)cc1
  i, 2%, -1%, -5%, -3%, -3%, 1%, 5%
- Cc1ccc(S(=O)(=O)c2c(C)cc(C)nc2N2CCOCC2)cc1
  -3%, u, -4%, -10%, -1%[46 µM], -6%, -4%, 8%
- COc1ccc(-n2nnnc2SCC(=O)N2CCN(C(=O)c3ccco3)CC2)cc1OC
  -4%, x, 21%, -24%, x, -6%, -1%, 32µM*
- Cc1cccc2nc(CSc3nnc(N)s3)cn12
  i, x, -5%, x, x, -22%, x, 3%
- CC(C)(C)N1CC(c2nc3ccccc3n2Cc2ccc(F)cc2)CC1=O (stereo unspecified)
  -6%, x, 0%, 16%, 2%, -17%, -6%, 3%
- O=c1oc2cc(OCc3ccc(F)cc3F)ccc2cc1-c1ccccn1
  -10%, 0%, u, 7%, -5%, u, -2%, u
- O=C(c1ccc([N+](=O)[O-])cc1)N1CCC(Cc2ccccc2)CC1
  -19%, -21%, -5%, -29%, -10%[46 µM], -7%, 0%, -1%

# (cont.)
# Every second line gives: RECQ1 inh, L3MBTL1 inh, JMJD2E inh, SMN2 splice enh, Lamin A splicing, Tau ThT inhib, Luc counter, ALDH1A1 inh
- Cc1c(Cl)cccc1NC(=S)NCCC(c1ccccc1)c1ccccc1
  -2%, 21%, -3%, -25%, u, -10%, 1%, u
- COCc1cc(C)nc(SCC[N+](C)(C)CC(=O)c2ccc(Br)cc2)c1C#N
  23%, x, u, -5%, 24%[46 µM], -9%, -5%, 7.9µM*
- CCCCCc1ccc(OCCCC[n+]2ccccc2)c(CCCCC)c1
  i, x, -2%, -66%[inhibitor], x, -16%, 0%, 13%
- O=c1c(C(c2ccc(Br)cc2)c2c(O)nc3n(c2=O)CCS3)c(O)nc2n1CCS2
  -1%, 5%, -3%, x, x, u, x, x
- O=C(c1cnn2c(C(F)(F)F)cc(-c3cccs3)nc12)N1CCN(Cc2ccccc2)CC1
  -2%, 6%, u, -15%, -14%, -14%, 0%, -16%
- CC(/C=C1\SC(=S)N(CCCC(=O)Nc2ccc(C(=O)O)cc2)C1=O)=C\c1ccccc1
  -6%, -4%, 3%, -4%, u, 14µM*, 2%, u
- Cc1ccc(/C=N/N2CCN(Cc3cccc4ccccc34)CC2)s1
  -6%, 12%, 2%, -17%, 7%[0.0737 µM], -16%, 1%, 1%
- CCn1c(SCC(=O)Nc2nc(-c3ccccc3)cs2)nnc1-c1ccccc1
  -3%, 0%, 6%, -38%[inhibitor], u, -12%, -3%, u

# An excerpt; count on the stated rates, not on these rows.
